CHO-K1 Ca PAM: nonselective activator or artifact in parental CHO-K1 calcium assay. ATP EC20, Fluo-8 calcium fluorescence; 0% at ATP EC20, 100% at ATP max. activation, % at 3 µM. actives 0.02% (n = 360,000);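 active means activation above the run cutoff, the mean activation of all test compounds plus 3 SD, cut at about 40% in these data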;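 further: peak over basal fluorescence ratio in a 140 s read after ATP addition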
CHO-K1 Ca antag: nonselective inhibitor or artifact in parental CHO-K1 cells; ATP-induced calcium, Fluo-8 fluorescence; inhibition, % at 3 µM; actives 0.6% (n = 360,000);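 active means inhibition above a per-plate cutoff, the plate's mean sample inhibition plus 3 SD, cut at about 24% in these data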;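 further: 0% = DMSO plus EC80 ATP and 100% = DMSO alone without ATP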
TAAR1 antag: human TAAR1 antagonism. CHO RD-HGA16 TAAR1, Fluo-8 calcium fluorescence, antagonist. inhibition, % at 3 µM. actives 1.5% (n = 360,000);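 active means inhibition above a per-plate cutoff, the mean inhibition of test compounds on that plate plus 3 SD, cut at about 49% in these data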;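 further: 0% = DMSO plus EC80 beta-PEA response and 100% = DMSO alone without agonist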
Target sequence (Q96RJ0 whole entry, looked up): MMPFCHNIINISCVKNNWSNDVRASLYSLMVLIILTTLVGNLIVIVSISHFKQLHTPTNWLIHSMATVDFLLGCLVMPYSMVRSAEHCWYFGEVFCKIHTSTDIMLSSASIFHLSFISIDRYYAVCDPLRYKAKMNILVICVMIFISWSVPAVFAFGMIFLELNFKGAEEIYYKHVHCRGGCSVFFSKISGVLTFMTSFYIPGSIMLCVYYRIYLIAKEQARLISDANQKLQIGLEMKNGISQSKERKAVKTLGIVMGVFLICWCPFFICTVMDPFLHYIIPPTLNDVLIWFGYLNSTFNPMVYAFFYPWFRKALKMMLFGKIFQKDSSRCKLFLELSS
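Test system – hTAAR1-expressing CHO RD-HGA16 cells, Gα16-coupled · Also added – β-PEA at EC80 concentration, post-compound challenge · Compound – 3 µM, single point · Incubation – dye loading 75 min at 37 °C, then 30 min room temperature · Measured by – Fluo-8 intracellular calcium dye fluorescence, real-time kinetic reads · Benchmarks – vehicle and agonist controls · Replicates – singlicate, one well per test compound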
CHRM1 agonist: activates human CHRM1 receptor; activation, % at 3 µM; AID 588814; actives 0.33% (n = 360,000); P11229; CHO-K1 hM1, Fluo-8 calcium fluorescence, agonist mode; 0% DMSO, 100% acetylcholine EC100;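 active means activation above the run's mean compound activation plus 3 SD, cut at about 16% in these data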;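 further: peak over basal fluorescence ratio within a 140 s kinetic read after compound addition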
Target sequence (P11229 whole entry, looked up): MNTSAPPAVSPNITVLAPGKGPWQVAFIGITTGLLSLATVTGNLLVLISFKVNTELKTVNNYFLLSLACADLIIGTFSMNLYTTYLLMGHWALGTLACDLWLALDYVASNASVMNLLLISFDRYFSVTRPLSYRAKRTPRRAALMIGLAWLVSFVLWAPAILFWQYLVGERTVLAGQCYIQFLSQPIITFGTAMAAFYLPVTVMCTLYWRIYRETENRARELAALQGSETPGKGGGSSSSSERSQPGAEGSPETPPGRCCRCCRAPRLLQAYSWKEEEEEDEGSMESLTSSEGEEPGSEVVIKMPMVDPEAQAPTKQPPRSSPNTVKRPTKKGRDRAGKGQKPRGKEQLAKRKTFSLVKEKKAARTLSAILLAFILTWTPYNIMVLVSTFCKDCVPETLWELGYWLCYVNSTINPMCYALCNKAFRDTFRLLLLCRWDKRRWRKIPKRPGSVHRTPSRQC
M1 ag parental: M1 agonist counterscreen hit in parental CHO-K1 cells | Fluo-8 calcium fluorescence; scaled to maximal ATP response, vehicle zero | activation, % at 3 µM | actives 0.48% (n = 360,000) | AID 602248; in the data active means activation above about 15%;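 further: untransfected CHO-K1 host cells lacking M1 receptor as counterscreen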
CHO parental Ca: counter-screen: ATP calcium response change in parental CHO cells; parental CHO-K1, ATP-induced calcium, Fluo-8 fluorescence; inhibition, % at 5.6 µM; actives 0.63% (n = 330,000); AID 463079;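 active means inhibition above that plate's mean sample inhibition plus 3 SD, cut at about 26% in these data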;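 further: 0% = ATP-challenged DMSO wells and 100% = DMSO wells without ATP; some compounds past the cut are filed as inactive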
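Material – parental CHO cells · Reagent – ATP stimulus · Compound – single nominal dose of 5.6 µM per compound · Detection – Fluo-8 fluorescence · Read-out basis – percent inhibition of calcium signal · Controls – ATP-challenged DMSO wells low, unchallenged DMSO wells high · Repeats – no replicates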
M1 PAM: positive allosteric modulators of human M1 muscarinic receptor | P11229 | CHO-K1 hM1, Fluo-8 calcium fluorescence, ACh EC20; 0% = ACh EC20, 100% = maximal ACh | activation, % at 3 µM | actives 0.088% (n = 360,000); in the data active means activation above about 19%, passing the limit was not always enough
TAAR1 ag: agonists of human TAAR1. Q96RJ0. actives 0.99% (n = 360,000). activation, % at 3 µM. CHO RD-HGA16 TAAR1, Fluo-8 calcium fluorescence; vehicle wells 0%, saturating PEA agonist 100%. AID 624467;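 active means activation above the mean activation of all test compounds in the run plus 3 SD, cut at about 38% in these data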
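Assay system – CHO-derived RD-HGA16 cells with stable Gα16 and human TAAR1 · Compound dosing – one-point dosing at 3 µM (nominal) · Incubation – 17-24 h seeding, 75 min 37 °C dye, 30 min RT · Measured by – kinetic Fluo-8 calcium fluorescence · Control set – DMSO vehicle as 0%, PEA at EC100 as 100% · Repeats – single well for each compound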
M1 antag: human CHRM1 antagonism. CHO-K1 hM1, Fluo-8 calcium fluorescence, ACh EC80 antagonist. P11229. actives 1.3% (n = 360,000). AID 588852. inhibition, % at 3 µM;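 active means percent inhibition above its own plate's cutoff, namely the mean of that plate's compound wells plus 3 SD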;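 further: peak over basal fluorescence ratio during 140 s after agonist addition; 0% = ACh EC80 plus DMSO and 100% = DMSO alone without agonist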
An asterisk follows results filed as active; · = no result given.

SMILES | CHO-K1 Ca PAM | CHO-K1 Ca antag | TAAR1 antag | CHRM1 agonist | M1 ag parental | CHO parental Ca | M1 PAM | TAAR1 ag | M1 antag
O=C(Nc1ccccc1Cl)N1CCN(Cc2ccc3c(c2)OCO3)CC1 | 16 | -6 | -10 | -8 | 0.5 | -8 | 10 | 7 | -1
COc1ccc(CCNC(=O)Cc2ccc([N+](=O)[O-])cc2)cc1OC | 12 | -13 | -8 | -3 | 0.4 | -12 | 4 | 1 | -9
O=C(Nc1ccc(OC(F)F)cc1)c1cc(S(=O)(=O)N2CCCCC2)ccc1N1CCOCC1 | -10 | -3 | -16 | -8 | -0.6 | -17 | 8 | 9 | -2
CCN(CC)CCN(C(=O)c1ccc(CN2CCCCC2)o1)C(C(=O)NC1CCCCC1)c1ccc(F)cc1 (stereo not given) | 16 | -4 | -1 | -13 | 0.2 | -7 | 0 | -1 | 8
Cc1noc(C)c1-c1ccc(C(=O)NCCN2CCOCC2)c2occc12 | 13 | -3 | -12 | -5 | 2.7 | · | 1 | 2 | 0
CC(C)(C)c1ccc(-c2nnc(SCC(=O)c3ccc4c(c3)OCCO4)o2)cc1 | 7 | -7 | -16 | -2 | 0.2 | -7 | 4 | 4 | -3
CNc1c(NS(=O)(=O)c2ccc(OC)cc2)c(=O)oc2ccccc12 | 18 | -8 | -7 | 0 | 2.6 | -14 | 3 | 6 | -7
CCOC(=O)c1cc(-c2ccccc2)n(CCC(=O)O)c1C | 8 | -23 | 2 | -1 | 0.6 | -9 | 6 | 9 | -7
O=C(CCc1nc2ccccc2s1)OCc1ccccc1F | 22 | 0 | 2 | -3 | 0.1 | -7 | 9 | 0 | 9
CCn1c2ccccc2c2cc(NC(=O)C(C)Oc3ccccc3)ccc21 (stereo not given) | 11 | -5 | 10 | -7 | -0.4 | -24 | 1 | 3 | -5
O=C(NC(=S)NC1CCCCC1)c1ccc(F)cc1 | 13 | -12 | -6 | -5 | 2.2 | -5 | -2 | -1 | 2
CCCCCCn1cnc2c(c1=O)c1nc3ccccc3nc1n2/N=C/c1ccco1 | 7 | 1 | -16 | -4 | 0.5 | · | 5 | 1 | -6
Cc1ccc(S(=O)(=O)N2CCN(C(=O)CN3C(=O)CNC3=O)CC2)cc1 | 18 | -26 | 7 | -1 | 0.5 | -15 | 5 | 4 | -8
COc1ccc(S(=O)(=O)N2CCC3CC2c2cc(N4CCOCC4)ccc23)cc1 (stereo not given) | 11 | -10 | 4 | -4 | 0.4 | · | 4 | 3 | -7
CC(=O)N=Nc1[nH]c(N)c2ccccc12 | 27 | -17 | 8 | -7 | 0.7 | 1 | 15 | 3 | -11
CCC/C(O)=C1\C(=O)CC(C)(C)CC1=NCc1ccccc1 | 18 | -10 | -18 | -7 | 2.5 | -13 | 0 | -2 | 2
O=C(Cc1ccccc1)NCC(=O)Nc1cc(Cl)ccc1Cl | -12 | 5 | 2 | -4 | 6.1 | · | 3 | -2 | 5
O=C(CSC1=NS(=O)(=O)c2ccccc2N1)NCc1ccc(F)cc1 | 17 | -9 | -3 | -3 | 1.2 | -12 | 4 | 2 | -7
C#CCOCCOCCOCCNc1nc(N2CCN(C(=O)CCCCCCCCCCNC(=O)[C@@H]([C@H](C)O)n3cc(C)nn3)CC2)nc(N2CCN(C(=O)CCCCCCCCCCNC(=O)[C@@H]([C@H](C)O)n3cc(C)nn3)CC2)n1 | -1 | -4 | 29 | 2 | 1.0 | -2 | 2 | 4 | 2
C[C@H]1COC(=O)[C@H](Cc2ccc(F)cc2)C/C=C\C[C@@H](CC(=O)NCCO)C(=O)N1 | -5 | -1 | -6 | -4 | -0.4 | -5 | -3 | 6 | -3
CC1(C)CNC(=O)c2sc(NC(=O)c3ccccc3Cl)nc2C1 | -6 | -8 | -18 | -2 | 1.9 | 2 | 4 | 5 | -3
CC(NC(=O)COC(=O)c1cc(NS(=O)(=O)c2ccc(Cl)c([N+](=O)[O-])c2)ccc1O)C1CC2CCC1C2 (stereo not given) | 9 | 16 | 17 | 0 | 11 | -3 | -3 | 6 | 13
CCCNC(=O)CCn1nc(-c2ccccc2)c2ccccc2c1=O | 14 | -6 | · | -3 | 0.2 | -11 | 9 | · | -11
O=C1c2cccc3cccc(c23)C(=O)N1OS(=O)(=O)c1ccc(Br)cc1 | 23 | -7 | 6 | -5 | 0.6 | 2 | 5 | 0 | -7

Four records drawn at random from the list so far:
SMILES | CHO-K1 Ca PAM | CHO-K1 Ca antag | TAAR1 antag | CHRM1 agonist | M1 ag parental | CHO parental Ca | M1 PAM | TAAR1 ag | M1 antag
COc1ccc(S(=O)(=O)N2CCC3CC2c2cc(N4CCOCC4)ccc23)cc1 (stereo not given) | 11 | -10 | 4 | -4 | 0.4 | · | 4 | 3 | -7
Cc1ccc(S(=O)(=O)N2CCN(C(=O)CN3C(=O)CNC3=O)CC2)cc1 | 18 | -26 | 7 | -1 | 0.5 | -15 | 5 | 4 | -8
O=C(CSC1=NS(=O)(=O)c2ccccc2N1)NCc1ccc(F)cc1 | 17 | -9 | -3 | -3 | 1.2 | -12 | 4 | 2 | -7
C#CCOCCOCCOCCNc1nc(N2CCN(C(=O)CCCCCCCCCCNC(=O)[C@@H]([C@H](C)O)n3cc(C)nn3)CC2)nc(N2CCN(C(=O)CCCCCCCCCCNC(=O)[C@@H]([C@H](C)O)n3cc(C)nn3)CC2)n1 | -1 | -4 | 29 | 2 | 1.0 | -2 | 2 | 4 | 2

Following part:
SMILES | CHO-K1 Ca PAM | CHO-K1 Ca antag | TAAR1 antag | CHRM1 agonist | M1 ag parental | CHO parental Ca | M1 PAM | TAAR1 ag | M1 antag
CC1CC(=O)N(CC(=O)N2CCCC2)c2ccccc2S1 (stereo not given) | 16 | -12 | · | -4 | 0.1 | 0 | 7 | · | -4
Cc1ccc(N2CN(Cc3ccco3)CNC2=S)cc1 | 3 | -9 | 2 | -3 | 0.0 | 15 | 0 | 7 | 5
O=c1cc(/C=C/c2cccs2)[nH]c2ccccc12 | 18 | -18 | 12 | 1 | 5.4 | -12 | 7 | 9 | -8
OC(c1ccccc1)c1nc(-c2csc3ccccc23)cs1 (stereo not given) | -1 | -10 | -11 | -4 | 0.1 | · | 4 | 3 | -11
Cc1ccc(C23CC4CC(CC(C(=O)NC(C)C)(C4)C2)C3)cc1 | 14 | -15 | -1 | -1 | 2.4 | -4 | -4 | 9 | 3
CN1CCN(NC(=O)c2cccc(F)c2)CC1 | 22 | -17 | -3 | -5 | 0.6 | 0 | 3 | 8 | -20
COc1ccc2nc(SCc3cccc(C)c3)nc(C)c2c1 | 25 | -17 | 3 | -6 | 1.6 | -28 | 4 | 1 | -3
COc1ccc2nc(SCc3nc(N)nc(Nc4ccccc4)n3)[nH]c2c1 | -1 | 4 | 19 | -2 | 0.9 | -37 | -2 | 17 | 5
CCCCSc1nc2c(cc1C#N)CCC2 | 13 | -19 | 15 | -2 | 0.0 | -6 | 5 | 15 | -11
CCCOc1ccc(NC(N)=O)cc1OCCC | 5 | -4 | -13 | 0 | -0.3 | -6 | -9 | 0 | -7
COc1ccc(NCc2nnc(SCCN3CCCCC3)n2-c2ccc(C)cc2)cc1 | 7 | 6 | 5 | -13 | 0.2 | -11 | -2 | 0 | 2
Cc1oc(=O)cc(OCc2ccccc2)c1C | 11 | 0 | -23 | -5 | 0.6 | -13 | 10 | 0 | -16
COc1ccccc1OCC(=O)NCC1CCCN(Cc2cnn(C(C)C)c2)C1 (stereo not given) | 15 | -5 | -23 | -6 | 0.8 | -10 | 10 | 1 | -14
CC(C)CC(NC(=O)C(NC(=O)OC(C)(C)C)C(C)C)C(N)=O (stereo not given) | 7 | -7 | -13 | -6 | 0.2 | -6 | 5 | 5 | -4
COC(=O)c1cc(OC)c(OC)cc1NC(=O)Nc1ccccc1F | 10 | 0 | 1 | -2 | 0.6 | -6 | 10 | 5 | -14
CN(Cc1nc(-c2ccccc2)no1)C(=O)c1ccc2c(c1)OCO2 | 22 | -12 | -10 | 0 | 1.9 | -10 | 12 | 2 | -13
O=C(NCc1ccco1)c1cc(-c2cccnc2)nc2ccccc12 | 8 | -3 | 22 | -3 | 2.8 | -11 | -3 | 7 | 1
CCCCn1nnnc1C1(C)CCC(=O)N1CCOC (stereo not given) | 29 | -25 | 3 | · | 1.3 | · | · | 8 | ·
CCOC(=O)N1CCN(C(=O)/C(=C/c2cccc3ccccc23)NC(=O)c2ccc(OC)cc2)CC1 | -1 | -4 | 10 | -3 | 1.6 | -19 | -2 | 3 | 3
CC[C@@H](C)[C@@H]1CN([C@@H](C)CN2CCC[C@H]2CN2C(N)=NC[C@@H]2Cc2ccccc2)C(=N)N1CCc1ccc(Cl)c(Cl)c1 | 14 | -9 | · | -8 | 2.0 | -10 | -32 | · | 49*
COc1ccc(N2CCN(C(=O)c3cccc(NS(=O)(=O)c4cccc(F)c4)c3)CC2)cc1 | -1 | -9 | -29 | 1 | 5.5 | · | 12 | 1 | -20

Structural class, the compounds so far containing a nitro group on carbon.
SMILES | CHO-K1 Ca PAM | CHO-K1 Ca antag | TAAR1 antag | CHRM1 agonist | M1 ag parental | CHO parental Ca | M1 PAM | TAAR1 ag | M1 antag
COc1ccc(CCNC(=O)Cc2ccc([N+](=O)[O-])cc2)cc1OC | 12 | -13 | -8 | -3 | 0.4 | -12 | 4 | 1 | -9
CC(NC(=O)COC(=O)c1cc(NS(=O)(=O)c2ccc(Cl)c([N+](=O)[O-])c2)ccc1O)C1CC2CCC1C2 (stereo not given) | 9 | 16 | 17 | 0 | 11 | -3 | -3 | 6 | 13

Assay outcomes: PubChem, The Scripps Research Institute Molecular Screening Center
